# esBAF inh = Bmi1 luciferase reporter increase in mESCs, primary screen, esBAF inhibitor project, mouse ES cells, Bmi1 luciferase knock-in, single point | AID 602393, 2012 | 24 h; 100% = twice the neutral-well signal | actives 2% (n = 350,000) | reporter increase, % at 12.5 µM; in the data active = activation above about 40%;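 note: 0% = median of the plate's neutral control wells and 100% = double that signal; a rise in the Bmi1 reporter signal indicates esBAF inhibition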
# ERp5 inh = inhibitors of ERp5-driven insulin aggregation, primary screen, biochemical, turbidity, absorbance 650 nm, single point. AID 651711, 2012. 90 min. inhibition, % at 9.99 µM. actives 0.05% (n = 350,000);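 active = mean replicate inhibition above about 25%, with every replicate also reaching it, limit read from the data, passing the limit was not always enough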
# Target sequence (Q15084 whole entry, looked up): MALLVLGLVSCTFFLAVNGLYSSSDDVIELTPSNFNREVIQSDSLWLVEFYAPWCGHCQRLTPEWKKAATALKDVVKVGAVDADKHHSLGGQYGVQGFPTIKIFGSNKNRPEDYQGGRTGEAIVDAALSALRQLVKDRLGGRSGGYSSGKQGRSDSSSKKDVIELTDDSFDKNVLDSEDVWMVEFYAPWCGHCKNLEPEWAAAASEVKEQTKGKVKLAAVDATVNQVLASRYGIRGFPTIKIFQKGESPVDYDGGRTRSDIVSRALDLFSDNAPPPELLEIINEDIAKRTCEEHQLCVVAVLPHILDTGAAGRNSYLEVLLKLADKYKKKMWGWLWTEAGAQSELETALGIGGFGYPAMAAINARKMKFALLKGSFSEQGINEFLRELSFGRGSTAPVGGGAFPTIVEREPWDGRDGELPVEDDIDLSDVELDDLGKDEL
# miR122 inh = miR-122 Renilla sensor signal increase in Huh7, primary screen, miR-122 inhibitor project, cell-based, single point, plate reader; AID 602342, 2012; actives 0.3% (n = 340,000); activation (reporter increase), % at 12.5 µM; Huh7 miR-122 Renilla luciferase sensor, 48 h; neutral wells = 0, positive control = 100;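 active = mean replicate activation score at least 90 and every replicate individually at or above 90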;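 note: higher luciferase means less miR-122 activity so hits act as miR-122 inhibitors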
# ARNT TACC3 PPI = disruptors of ARNT/TACC3 protein interaction, primary screen, biochemical, AlphaScreen, single concentration. Transforming acidic coiled-coil-containing protein 3 (Homo sapiens), Q9Y6A5. AlphaScreen His-ARNT PAS-B/GST-TACC3 binding, luminescence; TACC3 fragment carries E629A point mutation. inhibition, % at 9.99 µM. actives 0.66% (n = 390,000). AID 623870, 2012;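 active = mean inhibition of replicates at least 50% and at least half of replicates each reaching 50%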;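 note: 0% = complete ARNT plus TACC3 wells and 100% = ARNT alone without TACC3; many hits fall short of the cut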
# C2C12 statin = suppressors of statin myotoxicity in C2C12 myotubes, primary screen, cell-based, single point, plate reader. C2C12 myotubes + simvastatin, ATP luminescence, 48 h; scaled: DMSO 0, geranylgeraniol control 100. rescue of ATP level, % at 7.49 µM. actives 0.78% (n = 330,000);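 active = mean ATP rescue above about 67%, or every replicate alone reaching that limit, limit read from the data, passing the limit was not always enough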;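 note: myotubes were challenged with 10 µM simvastatin during compound exposure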
# SIRT5 block = SIRT5 desuccinylase inhibitors, primary screen, biochemical, fluorescence imaging, single point, set 5; Purified SirT5, succinyl-peptide AMC, trypsin-coupled fluorescence; inhibition, % at 15 µM; actives 1.1% (n = 330,000); NAD-dependent protein deacylase sirtuin-5, mitochondrial (Homo sapiens), Q9NXA8; in the data active = inhibition above about 15%
# Target sequence (Q9NXA8 whole entry, looked up): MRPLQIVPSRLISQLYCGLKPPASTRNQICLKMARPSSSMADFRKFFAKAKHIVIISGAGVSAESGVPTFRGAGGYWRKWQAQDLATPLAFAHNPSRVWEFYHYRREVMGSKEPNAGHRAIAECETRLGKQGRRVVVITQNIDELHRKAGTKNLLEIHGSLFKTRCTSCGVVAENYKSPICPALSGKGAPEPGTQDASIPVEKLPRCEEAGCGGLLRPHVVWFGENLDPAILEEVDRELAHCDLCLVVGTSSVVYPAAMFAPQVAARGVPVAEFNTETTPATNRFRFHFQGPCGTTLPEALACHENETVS
# Cneo AK release = Cryptococcus neoformans cell lysis inducers, primary screen, AK release luminescence, single concentration; C. neoformans lysis, adenylate kinase release luminescence, 4 h; normalised: neutral wells 0, clomiphene wells 100; lysis activity, % at 15 µM; actives 0.2% (n = 360,000);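 active = mean lysis activity across replicates of at least 80%, whatever share of replicates individually reach that level; inactive = mean lysis activity below 80%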
#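 Assay system: log-phase C. neoformans yeast / Quantity: yeast cell density of 5 × 10^6 cells/mL / Medium: fresh YPD growth medium / Compound: single dose / Timing: static 4 h at 37 °C with compound, 1 h detection / Measured by: adenylate kinase release luminescence / Read-out: lysis from increased AK signal / Benchmarks: Clomiphene as positive lysis control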
# * = called active by the depositor; . = no result given; & = joins results of further samples; [ ] = remark or other dose.
# Sample of the layout:
SMILES,esBAF inh,ERp5 inh,miR122 inh,ARNT TACC3 PPI,C2C12 statin,SIRT5 block,Cneo AK release
Cc1c(Cl)c([N+](=O)[O-])nn1CC(=O)Nc1ccc2c(c1)OCO2,.,-8,.,1,.,-2,.
C[C@H]1CN([C@@H](C)CO)C(=O)c2cc(NC(=O)NC3CCCCC3)ccc2O[C@H]1CN(C)C(=O)Nc1cccc2ccccc12,-7,1,-4[16.7 µM],1,-1,7,-6
COc1ccc(OC)c(NC(=O)Nc2cc(C(=O)O)ccc2C)c1,-1,-21,-6,-8,0,-3,2
C[C@@H]1CN([C@H](C)CO)C(=O)c2cc(NS(=O)(=O)c3cccs3)ccc2O[C@@H]1CN(C)Cc1ccncc1,-3,6,20[16.7 µM],-5,-13,-1,-12
Cc1[nH]nc2c1C(c1ccccc1F)NC2=O (configuration not stated),-3,2,-5,-2,0,0,-1
Cc1cc(C)cc(N(CCC#N)C(=O)COC(=O)C2CCN(c3ccc(C(F)(F)F)cn3)CC2)c1,-6,9,-2,-20,-8,-3,-1
Cc1c(OCC(=O)NCc2cccnc2)ccc2c3c(c(=O)oc12)CCC3,-5,-19,-3,-1,-4,3,-1
O=[N+]([O-])c1ccc(N2CCCC2)cc1N1CCCC1,-2,.,0,-6,12,.,3
CNC[C@H]1[C@@H](c2ccccc2)[C@@H](CO)N1C(=O)Nc1cccc(OC)c1,1,-3,-7[16.7 µM],3,12,0,5
CS(=O)(=O)NCCSCc1c(F)cccc1Cl,1,.,-3,-7,.,.,1
CCc1nccn1S(=O)(=O)c1cc(OC)ccc1OC,0,-5,1,-2,10,1,1
COc1ccccc1CCC(=O)NNC(=O)c1ccncc1,-2,-3,-3,0,6,-7,-2
C[C@@H]1CN([C@H](C)CO)C(=O)c2cccc(NC(=O)Nc3cccc4ccccc34)c2O[C@@H]1CN(C)Cc1ccccc1,2,1,-2[16.7 µM],20,-29,2,-1
CCc1nnc(NC(=O)CSc2nnc3scc(-c4ccc(C)cc4)n23)s1,-9,.,4,-5,29,.,4
O=C(CSc1nc2ccccc2c(=O)[nH]1)N1CCOCC1,-5,.,-2,0,-4,.,2

# All compounds of this part, repeating the preview:
SMILES,esBAF inh,ERp5 inh,miR122 inh,ARNT TACC3 PPI,C2C12 statin,SIRT5 block,Cneo AK release
Cc1c(Cl)c([N+](=O)[O-])nn1CC(=O)Nc1ccc2c(c1)OCO2,.,-8,.,1,.,-2,.
C[C@H]1CN([C@@H](C)CO)C(=O)c2cc(NC(=O)NC3CCCCC3)ccc2O[C@H]1CN(C)C(=O)Nc1cccc2ccccc12,-7,1,-4[16.7 µM],1,-1,7,-6
COc1ccc(OC)c(NC(=O)Nc2cc(C(=O)O)ccc2C)c1,-1,-21,-6,-8,0,-3,2
C[C@@H]1CN([C@H](C)CO)C(=O)c2cc(NS(=O)(=O)c3cccs3)ccc2O[C@@H]1CN(C)Cc1ccncc1,-3,6,20[16.7 µM],-5,-13,-1,-12
Cc1[nH]nc2c1C(c1ccccc1F)NC2=O (configuration not stated),-3,2,-5,-2,0,0,-1
Cc1cc(C)cc(N(CCC#N)C(=O)COC(=O)C2CCN(c3ccc(C(F)(F)F)cn3)CC2)c1,-6,9,-2,-20,-8,-3,-1
Cc1c(OCC(=O)NCc2cccnc2)ccc2c3c(c(=O)oc12)CCC3,-5,-19,-3,-1,-4,3,-1
O=[N+]([O-])c1ccc(N2CCCC2)cc1N1CCCC1,-2,.,0,-6,12,.,3
CNC[C@H]1[C@@H](c2ccccc2)[C@@H](CO)N1C(=O)Nc1cccc(OC)c1,1,-3,-7[16.7 µM],3,12,0,5
CS(=O)(=O)NCCSCc1c(F)cccc1Cl,1,.,-3,-7,.,.,1
CCc1nccn1S(=O)(=O)c1cc(OC)ccc1OC,0,-5,1,-2,10,1,1
COc1ccccc1CCC(=O)NNC(=O)c1ccncc1,-2,-3,-3,0,6,-7,-2
C[C@@H]1CN([C@H](C)CO)C(=O)c2cccc(NC(=O)Nc3cccc4ccccc34)c2O[C@@H]1CN(C)Cc1ccccc1,2,1,-2[16.7 µM],20,-29,2,-1
CCc1nnc(NC(=O)CSc2nnc3scc(-c4ccc(C)cc4)n23)s1,-9,.,4,-5,29,.,4
O=C(CSc1nc2ccccc2c(=O)[nH]1)N1CCOCC1,-5,.,-2,0,-4,.,2
CN(C)C(=O)Oc1cccc([N+](C)(C)C)c1,3&2&2&-5,0&-6,-4&2,-8&-15&-4&-3,-1&7,-3&0,2&-1&1&1
COc1cc(NC(=O)c2ccccc2Cl)c(OC)cc1NC(=O)CN1CCOCC1,2,.,-5,4,-40,.,-1
C=CCNc1ncnc2c1ncn2[C@H]1CN(Cc2ccc3c(c2)OCO3)C[C@@H](CO)O1,3,1,0,.,8,-4,-1
CCN(C(=O)COC(=O)c1ccc(C=O)cc1)c1c(N)n(Cc2ccccc2)c(=O)[nH]c1=O,4,0,.,-2,4,-2,1
Cc1no[n+]([O-])c1COc1ccc(/C=C2\NC(=S)NC2=O)cc1,-12,.,-8,6,2,.,.
O=C(NCc1ccccc1F)c1ccc2c(c1)OCO2,14,.,-6,-25,-39,.,2
COc1ccc(C2(c3ccc(OC)cc3)NC(=O)N(CC(=O)N(C)c3ccccc3)C2=O)cc1,3,4,10,10,20,-7,0
N#C/C(=N\Nc1cccc([N+](=O)[O-])c1)C(=O)c1ccc(Br)cc1,-49,1,.,-8,-119,6,-3
O=C(CSc1nnc(NC(=O)c2ccco2)s1)Nc1ccc(F)cc1F,6,1,2,-5,0,-1,-1
O=C(NCc1nc(-c2ccc(C(F)(F)F)cc2)no1)Nc1cc(Cl)cc(Cl)c1,-7,4,-14,2,-12,-3,.
# Next section.
SMILES,esBAF inh,ERp5 inh,miR122 inh,ARNT TACC3 PPI,C2C12 statin,SIRT5 block,Cneo AK release
O=C(N[C@H]1CC[C@@H](CCNS(=O)(=O)c2ccc(F)cc2)O[C@@H]1CO)C1CC1,2,-1,.,-14,1,-4,0
Cc1cccc(C(=O)NC2CCN(CC(=O)NCc3cccs3)CC2)c1,.,-2,.,-7,.,-2,.
C[C@H]1CN([C@@H](C)CO)C(=O)c2cc(C#CC3CCCCC3)cnc2O[C@H]1CN(C)Cc1ccncc1,.,3,-8[16.7 µM],6,-25,1,1
O=C(c1cc(COc2ccc(F)cc2Cl)on1)N1CCCCCC1,95*,-10,-6,-3,-3,1,-1
Cc1cc(NC(=O)CN2C(=O)CC(c3ccco3)Sc3ccccc32)no1 (configuration not stated),0,.,-1,0,.,.,0
CN1C(=O)c2cc(NC(=O)c3ccccc3F)ccc2OC[C@@H]2O[C@H](CC(=O)NCc3ccc4c(c3)OCO4)CC[C@@H]21,8,4,-12[16.7 µM],-5,18,-1,51
Cc1ncc(S(=O)(=O)c2ccccc2)c(-c2ccc(Cl)cc2Cl)n1,-15,.,-4,-43,-6,.,1
Oc1cccc2ccc(/C=C/c3ccc(Br)s3)nc12,.,5,.,38,.,0,.
CC(C)(C)NC(=O)C(c1ccc(F)cc1)N(Cc1ccccc1Cl)C(=O)c1ccn[nH]1 (configuration not stated),.,0,.,3,.,-3,.
Cc1ccc2[nH]c(=O)c(CN(CCCO)S(=O)(=O)c3cccc4nsnc34)cc2c1,-8,.,.,0,9,.,1
O=C(c1ccccc1Cc1ccccc1)N1CCN(S(=O)(=O)c2ccccc2F)CC1,1,2,.,-3,6,0,-1
O=C(Nc1ccccc1F)N[C@H]1CC[C@@H](CCNS(=O)(=O)c2ccc(Cl)cc2)O[C@@H]1CO,4,-2,56[16.7 µM],10,23,6,1
CN1CCN(C(=O)C[C@H]2CC[C@H]3[C@@H](COC[C@@H](O)CN3C(=O)c3ccccc3F)O2)CC1,-5,.,-3[16.7 µM],-7,-3,.,-3
COCCOC(=O)N1C(=O)[C@@]2(c3cc(C#CCCO)ccc31)[C@H](c1ccccc1OCCO)N1[C@H](c3ccccc3)[C@H](c3ccccc3)OC(=O)[C@H]1[C@@H]2C(=O)N1CCc2cc(OC)c(OC)cc2C1,.,-3,.,23,.,9,46
O=C1NC(c2cccc(Cl)c2)Oc2ccccc21 (configuration not stated),5,-3,-3,-6,1,0,2
CC(C)(C)C(=O)CCN1C(=O)C2(OCCO2)c2ccccc21,-5,.,16,-3,.,.,2
COc1ccc(NC(=S)NCC2CCCO2)c(OC)c1 (configuration not stated),-4,.,-3,.,91*,.,2
C/C=C/c1cnc2c(c1)C(=O)N([C@H](C)CO)C[C@H](C)[C@@H](CN(C)C(=O)Cc1cccnc1)O2,0,-6,14[16.7 µM],-6,-18,-5,-1
C#Cc1ccc([C@@H]2C=C(C(=O)Nc3ccccc3)O[C@H](OCc3ccc(CO)cc3)C2)cc1,.,-4,.,-12,.,5,1
Cc1ccc(S(=O)(=O)Nc2cccc3c2O[C@@H](CN(C)C(=O)NC2CCCCC2)[C@@H](C)CN([C@H](C)CO)C3=O)cc1,-4,1,1[16.7 µM],1,-20,6,-1
Cc1ccc(S(=O)(=O)Nc2ccc3c(c2)C(=O)N([C@@H](C)CO)C[C@H](C)[C@@H](CN(C)S(=O)(=O)c2ccccc2)OCCCC[C@@H](C)O3)cc1,5,2,5[16.7 µM],9,.,19*,0
C[C@H](CO)N1C[C@H](C)[C@H](CN(C)C(=O)C2CCCCC2)OCCCC[C@H](C)Oc2ccc(NS(=O)(=O)c3ccccc3)cc2C1=O,6,3,-7[16.7 µM],-2,22,8,40
Cc1ccc(S(=O)(=O)Nc2ccc(Cl)cc2)cc1NC(=O)c1cc2c(s1)CCCC2,.,.,81,0,.,.,0
CCn1cc(C(=O)N2CCN(C3CCCCC3)CC2)c2cc(OC)c(OC)cc2c1=O,-8,.,-2,4,1,.,-6
COc1ccc2c(c1OC)C(=O)N(c1ccc(F)cc1)C2,29,1,-6,-2,-23,3,-4
# (continued)
SMILES,esBAF inh,ERp5 inh,miR122 inh,ARNT TACC3 PPI,C2C12 statin,SIRT5 block,Cneo AK release
CC(C)C[C@H](NC(=O)N1c2ccccc2NC(=O)[C@@H]1C(C)C)C(=O)N1CCC[C@@H]1C(=O)O,-12,4,-1,-4,19,0,-2
Cc1nc2ncnn2c(C)c1CCC(=O)N1CC(C)CC(C)C1 (configuration not stated),-5,.,-6,-4,8,.,0
Cc1noc(C)c1C(=O)OCC(=O)N(C)C1CCS(=O)(=O)C1 (configuration not stated),.,6,.,3,.,-1,.
CCCCCN(C(=O)CCC(=O)OCc1ccccc1F)c1c(N)n(CCCC)c(=O)[nH]c1=O,2,1,.,1,4,-2,0
N#CCCN(Cc1cccnc1)S(=O)(=O)c1ccc2ccccc2c1,3,-3,-14,-15,0,-2,1
C[C@H](CO)N1C[C@H](C)[C@H](CN(C)C(=O)Nc2ccccc2)Oc2ccc(NC(=O)Nc3cccc4ccccc34)cc2CC1=O,-2,-1,-8[16.7 µM],-3,-2,0,1
COc1ccc(CN=C(N)N=C(N)N)cc1Cl,-8,-5,-8,-4,-18,0,8
COc1ccc(S(=O)(=O)N2C[C@@H](O)COC[C@@H]3O[C@@H](CC(=O)N[C@@H]4CCN(Cc5ccccc5)C4)CC[C@H]32)cc1,-2,-3,0[16.7 µM],3,-13,5,1
O=C(CCCN1C(=O)/C(=C/c2ccccc2)SC1=S)Nc1ccc(C(=O)O)c(O)c1,-12,-5,5,8,-9,46*,-3
CC(C)(C)n1ncc2c(=O)n(CC(=O)N3CCCc4ccccc43)cnc21,8,.,0,-4,.,.,-1

# Compounds as they come, and some 4% of all compounds hit somewhere here.
